Screening data (PubChem)
HCV inhibitor: qHTS Assay for Inhibitors of Hepatitis C Virus (HCV) | AID 651820, 2012 | Potency, µM (top dose mostly 41.8 µM), without a hit: at the top dose activity change, negative = inhibition, usual class: inhibitors | Huh7.5.1 HCVcc-Cre infection, luciferase reporter, 44 h | actives 3.4% (n = 340,000); note: potency is the fitted concentration of half-maximal effect
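Infectious HCV cell culture screen: compound-treated cells (1,000/well, pre-plated 4 h) are infected with HCVcc-Cre at roughly 0.5 moi and grown 44 h. Infection is quantified by luciferase signal after 15 min substrate incubation at room temperature.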
AMA1-RON2 inh: qHTS for Inhibitors of AMA1-RON; Towards Development of Antimalarial Drug Lead: Primary Screen; AlphaScreen AMA1-biotinylated RON2 peptide binding; actives 0.2% (n = 360,000); Potency, µM (top dose mostly 58.2 µM), for inactives: at the top dose activity change, negative = inhibition, most hits filed as inhibitors;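 note: potency is the fitted concentration of half-maximal effect; 0% = vehicle wells and -100% = peptide control; nearly all actives have a fitted effect of over 45% in size; some results filed as inactive show a strong effect at the top dose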
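AMA1 (3D7) with his tag at 25 nM final met compounds first, then biotinylated RON2 peptide at 25 nM; detection used donor plus acceptor beads, 10 µg/mL apiece, read by AlphaScreen after 30 min at room temperature.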
AmpC no deterg: qHTS Inhibitors of AmpC Beta-Lactamase (assay without detergent). P00811. AmpC nitrocefin hydrolysis, absorbance 480 nm, 0.0001% Triton. Potency, µM (series often up to 57.1 µM), inactives show at the top dose activity change, negative = inhibition, hits mostly inhibitors. actives 0.52% (n = 330,000);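 note: potency is the fitted concentration of half-maximal effect; plate controls were no compound for no effect and no enzyme for full effect; nearly all actives have a fitted effect of over 20% in size; some results filed as inactive show a strong effect at the top dose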
Target sequence (P00811 whole entry, looked up): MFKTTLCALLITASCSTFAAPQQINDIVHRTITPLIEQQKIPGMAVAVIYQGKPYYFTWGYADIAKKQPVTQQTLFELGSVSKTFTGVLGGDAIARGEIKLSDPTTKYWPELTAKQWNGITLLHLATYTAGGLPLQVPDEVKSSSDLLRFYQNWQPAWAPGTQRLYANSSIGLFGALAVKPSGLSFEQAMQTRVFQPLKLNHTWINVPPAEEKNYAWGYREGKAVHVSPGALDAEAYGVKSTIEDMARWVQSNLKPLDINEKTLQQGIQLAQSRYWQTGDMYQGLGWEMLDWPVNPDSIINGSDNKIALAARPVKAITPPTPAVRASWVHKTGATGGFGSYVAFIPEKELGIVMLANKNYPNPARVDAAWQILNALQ
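AmpC (5.3 nM in the dispensed reagent) in 20 mM phosphate pH 7.0 with 0.01% (detergent screen) or 0.0001% Triton X-100 was preincubated with compounds for 15 min at room temperature. Nitrocefin was then added from an 800 uM solution, and hydrolysis was followed at 480 nm.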
AmpC detergent: qHTS Inhibitors of AmpC Beta-Lactamase (assay with detergent); P00811; AmpC hydrolysis of nitrocefin, absorbance 480 nm, 0.01% Triton; Potency, µM (highest dose often 114 µM), without a hit: at the top dose activity change, negative = inhibition, actives largely listed as inhibitors; actives 0.041% (n = 370,000); AID 485294, 2010;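 note: potency is the fitted concentration of half-maximal effect; 0% = no-compound wells and -100% = no-enzyme wells; nearly all actives have a fitted effect of over 25% in size; some results filed as inactive show a strong effect at the top dose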
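AmpC (5.3 nM in the dispensed reagent) in 20 mM phosphate pH 7.0 with 0.01% (detergent screen) or 0.0001% Triton X-100 was preincubated with compounds for 15 min at room temperature. Nitrocefin was then added from an 800 uM solution, and hydrolysis was followed at 480 nm.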
LmPK inh: qHTS Assay for Inhibitors of Leishmania Mexicana Pyruvate Kinase (LmPK) | Potency, µM (highest dose often 57.5 µM), inactives show at the highest dose activity change, negative = inhibition, most hits filed as inhibitors | actives 0.37% (n = 290,000) | purified LmPK, Kinase-Glo ATP luminescence, 1 h | AID 1721, 2009; note: potency is the fitted concentration of half-maximal effect
Target sequence (Q27686 whole entry, looked up): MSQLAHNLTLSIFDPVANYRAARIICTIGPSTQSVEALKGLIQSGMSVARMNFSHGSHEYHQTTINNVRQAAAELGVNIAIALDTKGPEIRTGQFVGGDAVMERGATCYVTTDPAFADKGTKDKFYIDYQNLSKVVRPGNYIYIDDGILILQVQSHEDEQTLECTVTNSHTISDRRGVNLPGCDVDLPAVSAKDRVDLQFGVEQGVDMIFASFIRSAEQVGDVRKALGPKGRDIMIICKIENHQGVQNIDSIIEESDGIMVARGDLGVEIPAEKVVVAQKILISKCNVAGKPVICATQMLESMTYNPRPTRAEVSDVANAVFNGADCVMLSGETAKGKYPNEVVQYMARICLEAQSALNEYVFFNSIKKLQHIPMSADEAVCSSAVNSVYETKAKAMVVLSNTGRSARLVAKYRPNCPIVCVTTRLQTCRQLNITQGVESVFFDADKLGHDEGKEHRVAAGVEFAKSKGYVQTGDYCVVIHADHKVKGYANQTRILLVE
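Kinase-Glo luminescence read after 1 h RT reaction of 0.1 nM LmPK with 0.5 mM PEP and 0.1 mM ADP. Activity scaled between uninhibited and enzyme-free controls.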
TbPYK inhibitor: qHTS of Trypanosoma Brucei Inhibitors. pyruvate kinase (Trypanosoma brucei), Q57TT1. TbPYK enzyme, Kinase-Glo Plus ATP luminescence, 45 min. Potency, µM (series often up to 76.8 µM), for inactives: at the highest dose activity, negative = inhibition, most hits filed as inhibitors. actives 0.12% (n = 410,000). AID 624173, 2012; note: potency is the fitted concentration of half-maximal effect; nearly all actives have a fitted effect of over 50% in size
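Screened from lowest to highest concentration, compounds were pinned into TbPYK/substrate mixtures, and ADP (130 uM final) was added. Plates sat at room temperature for 45 min prior to Kinase-Glo Plus detection by luminescence.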
HCMV inh: qHTS Assay for inhibitors of the human cytomegalovirus (HCMV) | HFF cells, HCMV-luciferase reporter, 72 h; stronger effect = lower value | activity change, negative = inhibition, % at 57.5 µM | actives 4.5% (n = 410,000) | AID 1259415, 2018; in the data active = activity change below about -60%; inconclusive = no clear call, values can overlap the other calls; inactive = above about -39%
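Two-dose cell screen: HFF monolayers treated with compounds and infected with luciferase-expressing HCMV at 1 PFU/cell, 72 h at 37C, then lysed for luciferase measurement.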
An asterisk follows results filed as active; ? = inconclusive; · = not tested or not shown; [ ] = another dose, or the depositor's remark. Unless noted, calls come from the whole dose curve; as a rule, active = well fitted curve in the direction sought with a large enough effect; inconclusive = small, poorly fitted or top-dose-only effect, or another doubt; inactive = no such curve, though single readings can be large; an effect the other way counts as inactive or inconclusive. Unless noted, % is set by controls: 0 for no effect and ±100 for the full control effect. This is a random part of the collection; any-hit rate near 7.5%.

SMILES	HCV inhibitor	AMA1-RON2 inh	AmpC no deterg	AmpC detergent	LmPK inh	TbPYK inhibitor	HCMV inh
COc1ccc(C2=Nc3cccc4cccc(c34)N2)cc1	?	-4%	-36%	2%	7%	-5%	45
COC(=O)c1sccc1S(=O)(=O)N1CCN(c2cc(Cl)ccc2C)CC1	·	·	·	1%	·	-3%	-14
CC(C)OCCCNCC(O)c1ccccc1 (configuration not stated)	-3%	1%	-6%	2%	-6%	5%	-5
CCC(Cc1ccccc1)NC(=O)c1ccc2nc(N3CCC(C)CC3)sc2c1 (configuration not stated)	·	·	·	6%	·	-5%	24
Cc1[nH]nc2c1C(c1ccc(N(C)C)cc1)C1=C(CC(C)(C)CC1=O)N2 (configuration not stated)	21%	-8%	-8%[2.29 µM]	-1%	1%	-29%	-1
Cc1ccc(S(=O)(=O)CC#CCOC(=O)c2ccc([N+](=O)[O-])cc2)cc1	·	·	-14%	1%	4%	·	·
O=C(CNc1ccc(Br)cc1)c1ccccc1	-12%	-6%	-7%	-1%	-24%	0%	-36
Cc1oc(-c2ccccc2Cl)nc1CS(=O)CC(=O)NCc1ccc2c(c1)OCO2 (configuration not stated)	-11%	3%	55%	4%	1%	0%	-35
Cc1cc(C)nc(/N=C(\N)Nc2cc([N+](=O)[O-])ccc2C)n1	5%	20%	-19%	0%	1%	7%	39
COC(=O)c1c(NC(=S)NC(=O)c2ccco2)sc2c1CCCC2	15%	-26%	-18%	-15%	3%	0%	-9
COc1ccccc1-n1c(C)c(C(C)=O)c2cc(O)ccc21	?	-5%	-17%	?	-1%	-3%	34
Cc1cc(C)nc(NCCCc2ccccc2)n1	1%	3%	-14%	-2%	-3%	-1%	-15
COCCn1c(SCC(=O)c2c(C)[nH]c3ccccc23)nc2cc(C(=O)NC(C)C)ccc2c1=O	·	·	·	-4%	·	-8%	18
CCOc1ccc(NC(=O)C2CC(=O)N(c3cc(C)cc(C)c3)C2)cc1 (configuration not stated)	?	6%	-1%	3%	3%	-11%	-18
O=C(O)/C=C(\Oc1ccccc1)C1(O)CCCCC1	18%	0%	-13%	8%	6%	2%	-32
N#Cc1c(-c2ccccc2)c(C#N)c2nc3ccccc3n2c1N	?	-12%	-27%	?	1%	4%	-3
CCc1ccc(C(=O)Nc2nc3ccccc3[nH]2)cc1	?	93%[activator]	-26%	?	?	-11%	-101*
CC(C)NC(=O)COc1nncc2ccccc12	18%	15%	-14%[11.4 µM]	-15%	5%	2%	25
C#CCOCCOCCOCCNc1nc(N2CCN(C(=O)[C@H]([C@@H](C)CC)n3cc([C@@H](N)CO)nn3)CC2)nc(N2CCN(C(=O)[C@H](Cc3cc4ccccc4[nH]3)n3cc([C@@H](N)C(C)CC)nn3)CC2)n1 (some centres not stated)	·	·	247%[activator]	5%	2%	·	·
CCN(CC)C(=O)Cn1c(=O)n(-c2ccc(Cl)cc2)c(=O)c2c3c(sc21)CCCCC3	·	·	·	24%	·	-1%	-5
Cc1cc(C)c(NS(=O)(=O)c2ccc3c(c2)n(C)c(=O)n3C)c(C)c1	15%	7%	3%	2%	1%	-1%	56
CC(C)(C)NC(=O)CSc1nc(Cc2ccccc2)nc2ccccc12	13µM*	5%	36%	-7%	-7%	-4%	-67*
O=C(O)CCCCCn1c(SCc2cc(=O)n3cc(Cl)ccc3n2)nc2ccsc2c1=O	5%	1%[11.6 µM]	-17%	-1%	4%	7%	5
O=C(CN1C(=O)CCS(=O)(=O)c2ccccc21)Nc1cccc(Cl)c1	10%	-1%	-2%	?	7%	1%	27
O=C(COC(=O)[C@@H]1CCCN1S(=O)(=O)c1ccc(Cl)cc1)NCC(F)(F)F	9%	-6%	-2%	-3%	1%	-2%	-30
Remaining list, next part:
SMILES	HCV inhibitor	AMA1-RON2 inh	AmpC no deterg	AmpC detergent	LmPK inh	TbPYK inhibitor	HCMV inh
CC(NC(=O)Nc1ccc(Cl)cc1)c1ccccc1 (configuration not stated)	-11%	4%	-45%	-16%	4%	4%	-24
Cc1ccc(C)c(CN2C(=O)c3ccccc3Sc3ccc(C(=O)NCc4ccco4)cc32)c1	·	·	·	-5%	·	-5%	-69*
Cc1ccc(NC(=O)C2CCN(S(=O)(=O)c3ccc4c(c3)NC(=O)CO4)CC2)cc1	?	5%	-8%	0%	1%	-2%	?
Cc1oc2c(c(C)cc3oc(=O)c(CC(=O)NCCC(=O)O)c(C)c32)c1C	10%	-8%	-9%	-2%	0%	-8%	?
CCCCN(CC)C(=O)CSc1c2c(nc3ccc(Cl)cc13)CCCC2	·	·	·	0%	·	1%	-38
COc1ccc(C(=O)N/C(=C/c2cccs2)C(=O)N2CCN(C)CC2)cc1	·	0%	·	·	·	-19%	-35
O=C(CN1C(=O)c2ccccc2S1(=O)=O)NCCSCc1ccccc1Cl	10%	18%	-32%	-8%	-2%	4%	-12
Cc1ccc(C2C(=O)c3ccccc3C2=O)cc1	10%	-4%	-24%	2%	-7%	1%	70
Cc1ccc(C(=O)CSc2nnc(-c3ccccc3)n2-c2ccccc2)cc1	·	·	·	3%	·	0%	6
COc1ccc2c(c1)CCN=C2Cc1ccc(OC)c(OC)c1	?	-15%	-3%	-11%	2%	5%	29
CCOc1ccc(N2C(=O)CC(S/C(N)=N/N=C/c3cccs3)C2=O)cc1 (configuration not stated)	29%	45%[activator]	-10%	-4%	1%	-5%	22
Cn1c(=O)c2c(C(=O)O)cc(-c3ccccc3)nc2n(Cc2ccccc2)c1=O	22%	15%	-18%	-10%	-3%	-9%	-9
CCOC(=O)C1=CN(CC2CCCO2)C=C(C(=O)OCC)C1c1ccccc1C(F)(F)F (configuration not stated)	?	43%[activator]	3%	-10%	2%	-1%	?
CN(C)Cc1cc(OCc2ccccc2)cc(CN(C)C)c1O	·	1%	·	·	·	1%	7
COc1ccccc1NC(=O)COC(=O)c1ccccc1OCC(=O)Nc1ccc(SC(F)F)cc1	-11%	-12%	-8%	-9%	6%	-6%	-6
O=C(Nc1ccc(F)c(Cl)c1)c1csc([C@@H]2C[C@H](O)[C@@H](CO)O2)n1	·	2%	·	·	·	1%	21
COc1ccc(C(C(=O)NC2CCCCC2)N(C(=O)Cc2c[nH]c3ccccc23)c2ccc(NC(C)=O)cc2)cc1OC (configuration not stated)	3%	-4%	94%[activator]	-6%	3%	0%	58
COc1ccc(C(=O)c2nc3c(n2O)CCCCC3)cc1	3%	-4%	-6%	?	-5%	-6%	27
CCCCOc1ccc(CNC(=O)c2cc3n(n2)CCCN(Cc2ccc(C)cc2)C3=O)cc1	·	·	·	-3%	·	0%	-38
CCOC(=O)c1ccc(S(=O)(=O)N2CCN(C(=O)c3cccc(S(=O)(=O)N4CC(C)OC(C)C4)c3)CC2)cc1 (configuration not stated)	5%	-4%	·	·	·	1%	28
CC12CCC(C(=O)N(CC(O)CN3CCCCCC3)C1=O)C2(C)C (configuration not stated)	6%	-3%	-11%	-6%	-2%	3%	-24
CC(=O)c1cnc(Oc2cc(Cl)ccc2Cl)nc1C	6%	6%	-14%	-4%	4%	-6%	11
CC(C)C12CN3CC(C(C)C)(CN(C1)C3c1ccccn1)C2=O (configuration not stated)	·	·	·	16%	·	9%	-5
Cc1cc(C(=O)COC(=O)c2n[nH]c3ccccc23)c(C)n1CC1CCCO1 (configuration not stated)	?	-12%	15%	?	-16%	-10%	7
O=S(=O)(c1ccccc1)c1nc(Cc2ccccc2)oc1N1CCOCC1	12%	-17%	-24%	?	0%	0%	-13

5 entries from above in another layout.
SMILES,HCV inhibitor,AMA1-RON2 inh,AmpC no deterg,AmpC detergent,LmPK inh,TbPYK inhibitor,HCMV inh
CCOC(=O)c1ccc(S(=O)(=O)N2CCN(C(=O)c3cccc(S(=O)(=O)N4CC(C)OC(C)C4)c3)CC2)cc1 (configuration not stated),5%,-4%,·,·,·,1%,28
CC12CCC(C(=O)N(CC(O)CN3CCCCCC3)C1=O)C2(C)C (configuration not stated),6%,-3%,-11%,-6%,-2%,3%,-24
CC(=O)c1cnc(Oc2cc(Cl)ccc2Cl)nc1C,6%,6%,-14%,-4%,4%,-6%,11
CC(C)C12CN3CC(C(C)C)(CN(C1)C3c1ccccn1)C2=O (configuration not stated),·,·,·,16%,·,9%,-5
Cc1cc(C(=O)COC(=O)c2n[nH]c3ccccc23)c(C)n1CC1CCCO1 (configuration not stated),?,-12%,15%,?,-16%,-10%,7

More entries
SMILES	HCV inhibitor	AMA1-RON2 inh	AmpC no deterg	AmpC detergent	LmPK inh	TbPYK inhibitor	HCMV inh
O=C1c2ccccc2NC(c2ccccc2)N1Cc1ccccc1 (configuration not stated)	-19%	3%	·	·	·	-6%	48
CC1CC(C)CN(C(=O)COC(=O)c2cc([N+](=O)[O-])ccc2N2CCOCC2)C1 (configuration not stated)	?	-1%	54%	-3%	·	-18%	-5
CNS(=O)(=O)c1ccc(NC(=O)c2csc(C)c2)cc1	-14%	4%	10%	2%	-4%	2%	14
COc1ccc(CN2CCN(Cc3cc4ccccc4o3)CC2CCO)c(F)c1 (configuration not stated)	-3%	-5%	115%[activator]	?	-3%	2%	-13
CN(C)c1ccc(/C=C2/C(=O)NC(=O)N(CCc3ccc(F)cc3)C2=O)cc1	9%	-8%	-45%	-9%	-1%	-11%	-3
N#Cc1cc2c(nc1SCC(=O)Nc1cccc(F)c1)C1CCN2CC1	·	·	·	-3%	·	-1%	-9
COc1ccc(C(=O)O)cc1NCc1cccnc1	-3%	5%	-3%	3%	3%	0%	-6
Brc1ccsc1/C=N/Nc1ccccc1	-8%	?	·	·	·	-3%	32
S=C(Nc1cccc(Cl)c1)NC1CC2CCCC(C1)N2C1CCCC1 (configuration not stated)	?	-5%	-19%	-19%	-3%	2%	?
O=C(CSc1nncs1)Nc1ccc2c(c1)OCO2	14%	7%	-20%	-3%	-1%	1%	16
Cc1cccc(-n2c(Cc3cc(=O)[nH]c(=O)[nH]3)nnc2SCC(=O)Nc2cccc(C(F)(F)F)c2)c1	11%	-11%	78%[activator]	4%	2%	2%	30
CCOC(=O)c1c(NC(=O)CSc2nnc(C)c(=O)[nH]2)sc2c1CCCC2	-10%	-3%	-24%	-8%	1%	1%	13
CN(Cc1cccs1)C(=O)CCNS(=O)(=O)c1ccc(Br)cc1	-3%	-4%	-23%	-8%	·	1%	1
C=CCn1c(O)c(C2=c3ccccc3=NC2=O)s/c1=N/c1nccs1	7%	-10%	-16%	-8%	2%	1%	?
